# PTHR1 agonist: qHTS for PTHR1 Agonists: Primary Screen; Parathyroid hormone/parathyroid hormone-related peptide receptor (Homo sapiens), Q03431; HEK293 GP2 PTHR1 cells, GloSensor cAMP luminescence, 1 h; Potency, µM (top dose mostly 115 µM), for inactives: top-dose activation, actives largely listed as activators; 410,000 compounds, 0.075% hits; also: potency is read from the fitted curve at half-maximal effect; nearly all actives have a fitted effect of over 55% in size; some results filed as inactive show a strong effect at the top dose; inactives centre near -15; many of its hits are not listed in these tables
#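 HEK-293-derived GP2 cells expressing PTHR1 and a GloSensor cAMP reporter, 3,000/well, plated overnight, given luciferin plus IBMX (each 0.5 mM as added) for 1 h at 37 °C, then compound for 1 h at 37 °C. Luminescence was read after 15 min at room temperature.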
# TDP43 rescue: qHTS of TDP-43 Inhibitors | 410,000 compounds, 1.8% hits | AID 652104, 2013 | Potency, µM (doses to about 46.1 µM), for the others: top-dose growth rescue (activation), hits mostly activators | TDP-43 expressing yeast growth rescue, BacTiter-Glo, 24 h; also: potency is read from the fitted curve at half-maximal effect; % of control where 0% means no effect; nearly all actives have a fitted effect of over 50% in size
#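 Yeast cells expressing TDP-43 under galactose induction are exposed to compounds for 24 hr at 30 deg C. BacTiter-Glo luminescence measures growth, so protective compounds score as activators.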
# GLP1R ag: qHTS of GLP-1 Receptor Agonists; Glucagon-like peptide 1 receptor (Homo sapiens), P43220; HEK293 GLP-1R CRE-luciferase, luminescence, 4-6 h; cells express a hypersensitive GLP-1R form; Potency, µM (highest dose often 45.6 µM), without a hit: at the highest dose activation, usual class: activators; 380,000 compounds, 0.007% hits; AID 624172, 2012; also: potency is read from the fitted curve at half-maximal effect; % of control where 0% means no effect
# Target sequence (P43220 whole entry, looked up): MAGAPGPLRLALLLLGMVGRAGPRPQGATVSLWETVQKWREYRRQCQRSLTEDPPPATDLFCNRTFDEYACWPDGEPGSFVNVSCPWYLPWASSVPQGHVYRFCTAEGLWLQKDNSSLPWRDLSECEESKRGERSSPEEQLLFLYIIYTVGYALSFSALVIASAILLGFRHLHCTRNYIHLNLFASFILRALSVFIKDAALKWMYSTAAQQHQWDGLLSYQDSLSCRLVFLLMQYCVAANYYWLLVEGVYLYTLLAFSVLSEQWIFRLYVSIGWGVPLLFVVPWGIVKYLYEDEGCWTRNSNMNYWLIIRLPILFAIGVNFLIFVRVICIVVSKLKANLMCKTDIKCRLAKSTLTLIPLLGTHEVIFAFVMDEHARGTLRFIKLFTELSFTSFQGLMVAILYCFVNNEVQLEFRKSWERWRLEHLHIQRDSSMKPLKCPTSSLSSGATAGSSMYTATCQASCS
# Abeta yeast res: qHTS for compounds that reverse cellular toxicity of Amyloid beta (A-beta) peptide in yeast: Primary Screen | yeast expressing A-beta42, growth rescue, OD600, 48 h; response scale: 0% DMSO, 100% iron-clioquinol control | Potency, µM (series often up to 46.1 µM), for the others: at the top dose growth rescue, actives largely listed as activators | 410,000 compounds, 0.063% hits | AID 1347071, 2019; also: potency is read from the fitted curve at half-maximal effect; nearly all actives have a fitted effect of over 55% in size
#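 Yeast A-beta toxicity model in growth medium with pinned compounds, 48 h at 30 C; growth read as absorbance at 600 nm. Normalized to FeCl3/clioquinol equimolar mix (positive) and DMSO (negative).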
# FUS yeast rescue: qHTS for Suppressors of FUS Proteinopathy: Primary screen using FUS-linked yeast assay; S. cerevisiae FUS-expressing, growth rescue, OD600, 24 h; Potency, µM (titrated, usually from 76.6 µM), for the others: top-dose growth rescue (activation), usual class: activators; 390,000 compounds, 0.24% hits;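 also: potency is read from the fitted curve at half-maximal effect; plate controls were DMSO vehicle for no effect and reference control for full effect; nearly all actives have a fitted effect of over 55% in size; some results filed as inactive show a strong effect at the top dose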
#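 Read-out: OD at 600 nm after 24hr at 30C, reporting rescue of FUS-induced yeast toxicity. Cells at OD 0.005 in galactose (2%) minimal medium; compounds tested in a dilution series; CP55940 titration from 92uM final as control.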
# aSyn rescue: qHTS of alpha-syn Inhibitors; Potency, µM (doses to about 46.1 µM), inactives show top-dose growth rescue (activation), usual class: activators; AID 652106, 2013; Yeast expressing alpha-synuclein, growth rescue, BacTiter-Glo, 24 h; 370,000 compounds, 0.14% hits; also: potency is read from the fitted curve at half-maximal effect; % of control where 0% means no effect; nearly all actives have a fitted effect of over 65% in size
#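 Readout is rescue of growth in alpha-synuclein-expressing yeast, so inhibitors of toxicity appear as activators. Growth after 24 hr at 30 deg C in galactose medium is quantified by luminescence.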
# D3 antag: qHTS of D3 Dopamine Receptor Antagonist: qHTS. D(3) dopamine receptor (Homo sapiens), P35462. D3R cells, DiscoveRx beta-arrestin luminescence, antagonist mode; active compounds read low. max response, negative = inhibition, %. 360,000 compounds, 2.5% hits. AID 652054, 2013; in the data active = max response below about -50%; inconclusive = no clear call, values can overlap the other calls; also: % is scaled to controls: 0 for no effect and ±100 for the full control effect; mostly tested at two doses, the higher about 12 µM
# Target sequence (P35462 whole entry, looked up): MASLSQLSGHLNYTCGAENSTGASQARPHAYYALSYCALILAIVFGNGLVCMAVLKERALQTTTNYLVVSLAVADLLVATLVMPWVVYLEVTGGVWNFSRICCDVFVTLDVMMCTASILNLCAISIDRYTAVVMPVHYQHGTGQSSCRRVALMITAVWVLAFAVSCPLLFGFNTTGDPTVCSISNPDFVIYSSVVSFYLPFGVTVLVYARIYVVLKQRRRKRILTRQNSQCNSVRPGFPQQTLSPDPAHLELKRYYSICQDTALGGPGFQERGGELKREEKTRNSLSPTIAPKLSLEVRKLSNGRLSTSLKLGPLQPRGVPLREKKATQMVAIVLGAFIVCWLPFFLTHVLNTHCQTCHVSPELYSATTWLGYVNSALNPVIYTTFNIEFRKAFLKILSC
#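 Cells expressing the human receptor were seeded at 1500 cells/well, incubated overnight at 37 degrees C in 5% CO2, then exposed to library compounds with dopamine controls for 90 minutes at 37 degrees C before luminescent detection.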
# GLP-1R inv ag: qHTS of GLP-1 Receptor Inverse Agonists (Inhibition Mode); 410,000 compounds, 1.6% hits; HEK293 GLP-1R CRE-luciferase, luminescence, 24 h; GLP-1R form is constitutively active; Potency, µM (doses to about 38.3 µM), without a hit: top-dose activity change, negative = inhibition, actives largely listed as inhibitors; AID 624417, 2012; also: potency is read from the fitted curve at half-maximal effect; % is scaled to controls: 0 for no effect and ±100 for the full control effect; nearly all actives have a fitted effect of over 55% in size
#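 Constitutively active GLP-1R drives a cAMP-responsive luciferase in stably transfected HEK293 cells; test compounds are added after overnight (12 h) attachment and left 24 hr, and signal loss in luminescence marks inhibition.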
# pAkt inh: HTS Assay for Inhibitors of Akt Phophorylation: Primary Screen; Neuro2A IGF-stimulated pAkt S473 HTRF, 20 min; active compounds read low; activity change, % for hits at 50 µM; 360,000 compounds, 0.32% hits; AID 651550, 2012; in the data active = activity change below about -80%; inconclusive = mostly about -51% to -80%; also: % is scaled to controls: 0 for no effect and ±100 for the full control effect
#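 Single-point screen (50 µM final compound) in Neuro2A cells stimulated 20 min with 6 nM IGF at 37 deg C. After lysis, Ser473-phosphorylated Akt read by HTRF (ex 330 nm, em 615/665 nm) as the 665/615 ratio.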
# The depositor's hits bear a star; i = inactive; ? = inconclusive; / = no result given; & = joins results of further samples; [ ] = remark or other dose. Unless noted, calls follow the shape of the dose curve; as a rule, active = well fitted curve in the direction sought with a large enough effect; inconclusive = small, poorly fitted or top-dose-only effect, or another doubt; inactive = no such curve, though single readings can be large; an effect the other way counts as inactive or inconclusive.
SMILES,PTHR1 agonist,TDP43 rescue,GLP1R ag,Abeta yeast res,FUS yeast rescue,aSyn rescue,D3 antag,GLP-1R inv ag,pAkt inh
COc1ccc(CCCC(=O)NCc2ccccc2)cc1C,-25%,18µM*,1%,18%,/,9%,-5,?,i
CC(C)(C)c1ccc(OCc2ccc(C(=O)N/N=C3\CC4CC=CC34)cc2)cc1 (configuration not stated),-15%,?,7%,-13%,49%,-22%,-19,1%,i
CCOC(=O)c1sc(-c2ccccc2)nc1C,i,0%,9%,-19%,23%,-5%,4,24%,i
Cc1c(C(=O)NCC(c2ccco2)N2CCCC2)sc2ccccc12 (configuration not stated),i,-5%,13%,0%,25%,-1%,-64*,8.9µM*,i
CCN(CC(=O)NCc1cccs1)C(=O)c1cccc(S(=O)(=O)N(CC)c2ccccc2)c1,-36%[inhibitor],4%,0%,2%,26%,-15%,12,?,i
O=C(Nc1ccccc1N1CCOCC1)c1ccc(F)c(S(=O)(=O)N2CCOCC2)c1,-29%,14%,5%,13%,-12%,-4%,5,3%,i
CN(C(=O)CN1C(=O)c2cc(Cl)c(Cl)cc2C1=O)C1CCS(=O)(=O)C1 (configuration not stated),-18%,-17%,4%,4%,15%,1%,-6,8%,i
CCN1CCN(C(=O)/C=C/c2cccc(Cl)c2)CC1,0%,9%,0%,6%,3%,-3%,2,5%,i
Cc1ccsc1C(=O)OCC(=O)N1CC(C)CC(C)C1 (configuration not stated),-2%,?,-5%,1%,/,16%,-11,?,i
O=C(C1CCN(S(=O)(=O)c2cccc3nonc23)CC1)N1CCN(c2ccccc2)CC1,-14%,15%,0%,-7%,35%,/,/,-12%,/
O=C(NCCCNCCCNC(=O)c1ccccn1)c1ccccn1,i,1%,-2%,7%,-2%,-9%,?,3%,i
Cc1ccc(SCCSc2nc(C)cc(=O)[nH]2)cc1,-17%,20%,-2%,2%,8%,4%,9,11%,i
CCN(CC)C(=O)Cn1cc(C(=O)C(=O)NCCCN2CCCCC2)c2ccccc21,-11%,-19%,-3%,-11%,14%,-10%,-6,23%,i
Cc1c(CCOC(=O)CC23CC4CC(CC(C)(C4)C2)C3)sc[n+]1Cc1ccc([N+](=O)[O-])cc1,3%&-90%,-5%&2%,3%&-3%,-49%&-39%[inhibitor],29%&36%,-17%&-6%,5&-8,1%&-6%,i
O=C(C1CCCN(S(=O)(=O)Cc2ccccc2)C1)N1CCc2ccccc21 (configuration not stated),-5%[57.5 µM],28%,5%,1%,12%,10%,3,?,i
Cc1ccc(CNC(=O)C2CCCN2S(=O)(=O)c2ccc3c(c2)C(C)(C)C(=O)N3C)cc1 (configuration not stated),i,16%,-8%,16%,-2%,1%,57,33%[activator],i
COc1ccccc1N1CCN(CCCNC(=O)c2cnn(-c3ccccc3)c2C2CCN(C(=O)OC(C)(C)C)CC2)CC1,-27%,7%,/,-6%,?,/,/,?,/
CCC1CN(C(=O)Nc2ccc(C)c(F)c2)c2ccccc2S1 (configuration not stated),9%,1%,/,18%,-16%,/,/,4%,/
CC(C)(C)c1ccc(OCCC(=O)OCC(=O)Nc2ccc(N3CCOCC3)cc2)cc1,i,?,2%,8%,17%,5%,10,-10%,i
COC(=O)c1cc(NC(=O)CC2C(=O)OCCN2Cc2ccccc2)cc(C(=O)OC)c1 (configuration not stated),i,?,/,12%,-1%,/,/,2%,/

# With a hit mark in TDP43 rescue, among the entries above:
Compound	PTHR1 agonist	TDP43 rescue	GLP1R ag	GLP-1R inv ag	pAkt inh
COc1ccc(CCCC(=O)NCc2ccccc2)cc1C	-25%	18µM*	1%	?	i

# (next part)
SMILES,PTHR1 agonist,TDP43 rescue,GLP1R ag,Abeta yeast res,FUS yeast rescue,aSyn rescue,D3 antag,GLP-1R inv ag,pAkt inh
Cc1ccc(NC2CCCN(C(=O)c3ccc4[nH]ccc4c3)C2)cc1C (configuration not stated),i,-4%,-3%,-9%,27%,5%,-1,?,i
Cc1nc2ccc(NC(=O)c3cccc(S(=O)(=O)N(C)c4ccccc4)c3)cc2s1,-33%[inhibitor],?,-32%[inhibitor],-11%,/,-6%,33,5.6µM*,i
O=C(Nc1cccc(S(=O)(=O)N2CCOCC2)c1)c1ccco1,-6%,-5%,2%,-11%,-22%,-10%,-8,4%,i
COc1ccccc1CNC(=O)C1CCC(CNS(=O)(=O)c2ccc3c(c2)CCCC(=O)N3)CC1 (configuration not stated),-11%,14%,/,8%,-4%,/,/,16%,/
C[C@@H]1CN([C@H](C)CO)C(=O)CCCn2nncc2CO[C@@H]1CN(C)C(=O)Cc1ccccc1,-20%,21%,-1%,6%,-19%,2%,20,18%,i
COc1ccc(COC(=O)c2cccc(S(=O)(=O)N3CCN(C(C)=O)CC3)c2)cc1F,-26%,0%,?,22%,?,4%,18,17%,i
CNC(=S)Nc1ccc([N+](=O)[O-])c(C)c1,-12%,19%,0%,8%,-31%,-2%,2,-2%,i
CCN(CC)C(=O)CSc1nnc(-c2ccncc2)n1N,i,-13%,6%,2%,0%,1%,4,0%,i
C/C(=N/NC(=O)c1ccc(Br)o1)c1cccc(NC(=O)c2ccc(F)cc2)c1,-27%,?,7%,19%,7%,1%,21,-24%,i
C=CCOc1c(Br)cc(CNn2nnnc2N)cc1OCC,-18%,11%,-11%,12%[9.22 µM],-42%,-6%,0,-21%,i
COc1ccc(NC(=O)CCNC(=O)N2CC(=O)Nc3ccccc32)c(OC)c1,i,-12%,0%,-11%,4%,4%,11,3%,i
Cc1ccc(-c2nn(C)c(=O)c3ccccc23)cc1S(=O)(=O)NCCN(C)C,-20%,-9%,21%,-11%,8%,0%,8,17%,i
Cc1ccc(CSCC(=O)N2CCOCC2)cc1,-20%,16%,-12%,11%,-8%,2%,-3,0%,i
CCc1nc2cccnc2n1-c1ccc(CC(=O)O)cc1,i,?,0%,3%,14%,7%,8,-2%,i
CC(=O)c1nn(-c2ccccc2)cc1C(=O)c1ccc(C)cc1,i,-17%,14%,-16%,21%,0%,1,-9%,i
CCOc1ccccc1CNC(=O)C1CCN(c2nn3c(=O)cc(C)nc3s2)CC1,20%,-17%,3%,1%,11%,-4%,-16,1%,i
COc1ccc(S(=O)(=O)Nc2cccc3c2O[C@H](CN(C)C(=O)Nc2ccc4c(c2)OCO4)[C@@H](C)CN([C@H](C)CO)C3=O)cc1,i,-5%,7%,4%,?,10%,0,2%,i
Cc1cc(C)n(CC(=O)N/N=C/c2c[nH]c3ccccc23)n1,-10%,10%,13%,7%,11%,3%,-2,-16%,i
COc1cc(OC)cc(C(=O)Nc2ccc(N3CCOCC3)cc2N2CCOCC2)c1,i,?,5%,-7%,1%,10%,14,56%[activator],i
CCC1(C)Cc2c(sc3c2c(=O)n(C)c2nnc(SCc4ccccc4)n32)CO1 (configuration not stated),3%,-9%,5%,5%,13%,1%,?,-1%,i
CCOC(=O)NNC(=O)C1CCC(C)CC1 (configuration not stated),-10%&-2%,20%,-3%,5%&17%,-7%&-12%,0%,13,-6%&3%,i
Cn1c(C(=O)OC(C(=O)NCc2ccco2)c2ccncc2)cc2sccc21 (configuration not stated),-5%[57.5 µM],24%,1%,0%,27%,4%,13,5%,i
COCc1ccc(C(=O)NC2CC(C)(C)Cc3c2cnn3-c2ccc(OC)cc2)o1 (configuration not stated),i,6%,-4%,-3%,-10%,12%,2,-19%,i
CCCCC(=O)Nc1nnc(S(=O)(=O)N(CC)c2ccccc2)s1,0%,8%,9%,-10%,-30%,?,0,-8%,i
COCCNC(=O)/C(C#N)=C/c1ccc(C(=O)O)cc1,i,-9%,7%,9%,-27%,-3%,-4,-7%,i
CSc1ncc(C(=O)NCCCc2ccccc2)c(C)n1,-3%,9%,-3%,9%,-29%,3%,1,11%,i
CC(=O)N1CCN(c2ccc(NCc3ccc(-c4ccc(Br)cc4)o3)cc2)CC1,-16%,/,15%,-17%,?,/,/,/,/
NC(=O)Cn1nc([N+](=O)[O-])nc1Oc1ccccc1F,i,9%,0%,-4%,9%,5%,13,6%[7.66 µM],i
CCOC(=O)CNC(=O)N1CCCC(CCC(=O)NCc2ccc(F)c(F)c2)C1 (configuration not stated),i,-9%[0.397 µM],5%,-5%,-2%,0%,2,13%,i
CC1CCc2cc(F)ccc2N1C(=O)c1cnc2sccn2c1=O (configuration not stated),-14%,21%,-6%,6%,-5%,4%,27,0%,i
CC(C)NC(=O)NC(=O)CSc1nnc(-c2ccccc2F)n1N,17%,3%,-4%,14%,-37%,7%,-10,19%,i
COc1ccc(-c2noc(CSc3nc4ccc(C)cc4[nH]3)n2)cc1,-33%,9%,-1%,12%,-3%,/,/,?,/
COc1ccc(C2C(C(=O)Nc3cc(C)on3)c3ccccc3C(=O)N2C)cc1 (configuration not stated),-3%[57.5 µM],0%,-4%,1%,7%,-3%,1,13%,i
Nc1ccc(-c2nc3ncccc3o2)cc1,i,13%,3%,?,-8%,16µM*,3,39%[activator],i

# Screening data deposited in PubChem BioAssay by National Center for Advancing Translational Sciences (NCATS).

# A portion of the library; count on the stated rates, not on these rows.
